# AI-2 QS mod: modulators of Vibrio harveyi AI-2 quorum sensing system; 300,000 tested, 0.4% active; Vibrio harveyi JMH597 AI-2 luminescence/OD600 ratio, 9 h; active compounds read low; strain lacks LuxN and CqsS sensors; 0 = neutral-control median; AID 2094; activity change, % at 7.5 µM; in the data active = activity change below about -75%, passing the limit was not always enough;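 note: luminescence divided by OD600 gain over 9 h not by final OD600 alone; inactives centre near 13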
# MrgX1 allo act: human MrgX1 positive allosteric modulation, primary screen; 310,000 tested, 0.63% active; MrgX1-HEK293, Fluo-4 calcium flux, FDSS; active compounds read high; AID 588675; B-score at 10 µM; Q96LB2;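 active = plate-corrected calcium response at least 3 library SD above typical, normal starting fluorescence, not activating the receptor alone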;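 note: compound read alongside a low EC10 to EC30 dose of BAM8-22 agonist; peak minus trough fluorescence over baseline measured at the second addition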
# TRPC4 block: TRPC4 (mouse) channel inhibition. B-score at 10 µM. Q9QUQ5. 300,000 tested, 0.39% active. HEK293 TRPC4beta/mu-opioid, DAMGO-evoked Fluo4 calcium flux; active compounds read low;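 active = B-score over 3 SD under the library average, no early fluorescence shift, positive overall ratio signal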
#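 material = TRPC4beta/mu-opioid receptor HEK293 cell line | probe or stimulus = sequential submaximal and maximal DAMGO stimulation | compound dosing = one concentration per compound | measured by = Fluo4 Ca2+ flux fluorescence | evaluation = integrated fluorescence ratio relative to baseline, converted to per-well B score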
# HIF activator: HIF pathway transcriptional activation; U2OS HRE-luciferase reporter, luminescence; normalized: DMSO 0%, desferrioxamine 100%; AID 1910; 300,000 tested, 0.32% active; activation, % at 7.5 µM (by protocol);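 active = mean activation of at least 10% of the iron chelator positive control signal, with at least half of replicates also reaching 10%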
# MrgX1 antagonist: blocks BAM8-22 activation of human MrgX1 receptor; Q96LB2; MRGX1-HEK293 calcium flux, Fluo-4, BAM8-22 antagonism; active compounds read low; B-score at 10 µM; 310,000 tested, 1.3% active; AID 588676;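 active = calcium-response B-score plate-corrected more than 3 library SD below zero, starting fluorescence within 5 deviations, no agonist response on first addition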;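 note: peak minus trough fluorescence over baseline after final BAM8-22 challenge near maximal dose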
# TRPC4 potent: allosteric potentiators of mouse TRPC4 channel; Q9QUQ5; HEK293 TRPC4beta/mu-opioid, DAMGO EC20, Fluo-4 Ca2+ flux; active compounds read high; B-score at 10 µM; 310,000 tested, 0.42% active;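 active = B-score of calcium response area above 5 SD of library B-scores, with initial fluorescence ratio within 5 SD of library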;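 note: B-score of integrated fluorescence ratio over time as area under calcium response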
# MrgX1 agonist: agonists of human MrgX1 receptor; Q96LB2; MrgX1-HEK293 cells, Fluo-4 calcium fluorescence, agonist mode; active compounds read high; B-score at 10 µM; 310,000 tested, 0.44% active; AID 588627;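 active = calcium response B-score plate-corrected fluorescence ratio at least 3 library SD, with starting fluorescence B-score inside 5 SD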
#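 Material: MrgX1-expressing HEK293 cells; input: 15,000 cells per well; doses: test compound given as first of three sequential additions; schedule: overnight plating before 1 h dye loading; technique: Fluo-4 NW calcium-flux fluorescence, kinetic read; evaluation: baseline-normalised fluorescence change ratio, B-scored; control set: plate-wise positive and negative controls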
# PolyA inhibitor: blocks polyadenylation in yeast reporter cells | S. cerevisiae SKY197-pL101 polyadenylation reporter, beta-gal luminescence; efflux-impaired pdr1/pdr3 knockout yeast; score 100 = 6 SD above DMSO | calls only at 12 µM | 300,000 tested, 0.02% active;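 active = lowest replicate activity score at least 50, where 100 means six control SD above control mean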;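 note: yeast exposed to compound for 9 h at 30 °C; higher score means more reporter readthrough which indicates perturbed polyadenylation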
# TRPC6 inh: inhibitors of mouse TRPC6 channel; B-score at 10 µM; HEK293-TRPC6, membrane potential dye, ACh-evoked depolarization; active compounds read low; AID 2553; 310,000 tested, 1.1% active;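 active = B-score under library mean minus 3 SD, initial fluorescence not abnormally high, positive integrated signal ratio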;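 note: B-score derived from integrated fluorescence ratio over the kinetic read; more negative B-score means stronger inhibition of depolarization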
# Target sequence (Q61143 whole entry, looked up): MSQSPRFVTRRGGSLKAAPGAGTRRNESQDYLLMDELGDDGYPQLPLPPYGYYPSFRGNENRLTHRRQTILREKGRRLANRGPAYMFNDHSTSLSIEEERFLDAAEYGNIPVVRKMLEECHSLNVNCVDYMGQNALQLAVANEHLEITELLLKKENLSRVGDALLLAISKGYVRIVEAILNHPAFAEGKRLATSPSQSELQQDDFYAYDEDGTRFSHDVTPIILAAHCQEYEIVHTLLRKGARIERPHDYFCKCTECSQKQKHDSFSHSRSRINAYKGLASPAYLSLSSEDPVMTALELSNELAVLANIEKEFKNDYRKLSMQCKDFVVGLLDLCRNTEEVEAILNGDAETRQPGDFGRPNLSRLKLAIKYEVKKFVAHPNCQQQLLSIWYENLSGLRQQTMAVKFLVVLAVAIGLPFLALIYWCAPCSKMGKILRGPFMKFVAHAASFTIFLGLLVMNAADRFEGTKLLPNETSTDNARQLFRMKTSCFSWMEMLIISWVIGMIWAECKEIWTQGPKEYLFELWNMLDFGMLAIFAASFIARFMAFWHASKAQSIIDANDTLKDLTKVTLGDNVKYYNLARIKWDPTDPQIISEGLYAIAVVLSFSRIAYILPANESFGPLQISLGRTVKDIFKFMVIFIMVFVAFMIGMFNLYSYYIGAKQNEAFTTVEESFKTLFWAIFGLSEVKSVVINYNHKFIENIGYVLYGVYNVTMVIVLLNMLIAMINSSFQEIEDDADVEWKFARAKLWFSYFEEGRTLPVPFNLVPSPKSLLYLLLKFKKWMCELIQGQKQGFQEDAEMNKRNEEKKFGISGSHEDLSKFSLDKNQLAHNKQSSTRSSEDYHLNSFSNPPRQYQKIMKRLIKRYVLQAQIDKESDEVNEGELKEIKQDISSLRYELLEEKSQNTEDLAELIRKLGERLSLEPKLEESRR
# TRPC6 activator: activates the mouse TRPC6 cation channel; HEK293-TRPC6 membrane potential dye fluorescence; active compounds read high; B-score at 10 µM; Q61143; 310,000 tested, 0.13% active;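 active = B-score of the integrated fluorescence ratio above library mean plus 3 SD, and starting fluorescence ratio within library mean plus 5 SD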;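 note: higher score means more depolarization so channel activation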
# TRPC4 agonist: opens the mouse TRPC4 cation channel; Q9QUQ5; HEK293 TRPC4beta/mu-opioid, Fluo4 calcium fluorescence; active compounds read high; B-score at 10 µM; 310,000 tested, 0.49% active; AID 2237;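 active = B-score above 5 SD of library B-scores, and initial fluorescence ratio not above library mean plus 5 SD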;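 note: positive B-score marks a calcium rise read as TRPC4 activation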
#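 Incubation: 45 min room-temperature Fluo4 loading, 110 s read / System: HEK293 cells stably co-expressing mouse TRPC4beta and mu-opioid receptor / Signal: Fluo4 fluorescence, kinetic / Control set: buffer (low) and maximal DAMGO (high) / Measure: integrated baseline-normalised fluorescence ratio, converted to per-well B score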
# Starred values were filed as active, the others as inactive; i = inactive. The list is partial (hit frequency here may not be typical).
mol,AI-2 QS mod,MrgX1 allo act,TRPC4 block,HIF activator,MrgX1 antagonist,TRPC4 potent,MrgX1 agonist,PolyA inhibitor,TRPC6 inh,TRPC6 activator,TRPC4 agonist
O=C1Nc2ccc([N+](=O)[O-])cc2C1(O)N1CCCCC1 (stereo unspecified),11,i,i,-0.8,i,i,i,i,i,i,i
C=CCOc1ccc(/C=N/n2nnnc2N)cc1OC,19,i,i,-0.5,i,i,i,i,i,i,i
CCc1nc(SCc2cc(Cl)ccc2OC)n[nH]1,14,i,i,-0.2,i,i,i,i,i,i,i
COc1cc(Cl)ccc1OCc1cc(C(=O)NCc2cc(C(C)C)no2)no1,25,i,i,3.6,i,i,i,i,i,i,i
COc1ccc(/C=C(/NC(=O)c2cccc([N+](=O)[O-])c2)C(=O)O)cc1OC,20,i,i,-0.4,i,i,i,i,i,i,i
CCOC(=O)Cn1c(=O)n(Cc2ccco2)c(=O)c2ccc(C(=O)NCCc3ccccc3)cc21,3,i,i,1.2,i,i,i,i,i,i,i
O=C(CCNc1ccc(Br)cc1)c1cccc([N+](=O)[O-])c1,-18,i,i,-48,i,i,i,i,i,i,i
O=C(NCC(=O)N1CCN(C(c2ccccc2)c2ccccc2)CC1)c1ccccc1F,10,i,i,-0.1,i,i,i,i,i,i,i
O=S(=O)(c1cccs1)n1cccn1,26,i,i,0.0,i,i,i,i,i,i,i
CCOC(=O)c1c(NC(=O)CSc2nc3cc(Cl)ccc3c(=O)n2Cc2ccco2)sc(C(=O)N(C)C)c1C,23,i,i,-0.4,i,i,i,i,i,i,i
O=C(Nc1nc2ccc(Cl)cc2s1)c1ccc(N2CCCCC2)c([N+](=O)[O-])c1,29,i,i,0.1,i,i,i,i,i,i,i
CCN1CCN(C(=O)/C=C/c2ccc(F)cc2)CC1,1,i,i,0.3,i,i,i,i,i,i,i
Cc1ccccc1OCC(=O)Nc1sc2c(c1C#N)CCC2,4,i,i,1.1,i,i,i,i,i,i,i
O=C1NCCCN1Cc1ccc(F)cc1,16,i,i,0.9,i,i,i,i,i,i,i
O=C(NCC(c1ccco1)N1CCc2ccccc2C1)c1cccc(Br)c1 (stereo unspecified),10,i,i,1.6,i,i,i,i,i,i,i
Cc1ccc(NC(=O)c2ccc(Cl)c(N3C(=O)CCC3=O)c2)cc1,13,i,i,-0.4,i,i,i,i,i,i,i
CC(=O)c1ccc(Sc2nnc(C)s2)c([N+](=O)[O-])c1,37,i,i,-0.6,i,i,i,i,i,i,i
Nc1sc2c(c1C(=O)NC1CCS(=O)(=O)C1)CCCC2 (stereo unspecified),19,i,i,-0.7,i,i,i,i,i,i,i
Cn1cnnc1SC1c2cccc3cccc(c23)C1NS(=O)(=O)c1ccc(Cl)cc1 (stereo unspecified),11,i,i,-0.7,i,i,i,i,i,i,i
CCN(CC1CCCO1)C(=O)CCc1nnc(CCc2ccccc2OC)o1 (stereo unspecified),19,i,i,-0.2,i,i,i,i,i,i,i
COc1ccc(-n2cccc2C=O)cc1,3,i,i,-0.1,i,i,i,i,i,i,i
O=C(CSc1nc2c(sc3ccccc32)c(=O)n1CCc1ccccc1)NCc1ccco1,11,i,i,-0.2,i,i,i,i,i,i,i
CC(C)C1N(C(N)=S)N=CC1(C)C (stereo unspecified),6,i,i,-1.0,i,i,i,i,i,i,i
COc1ccc(S(=O)(=O)N(C)C)cc1NC(=O)CSc1nc(N)cc(N)n1,13,i,i,0.3,i,i,i,i,i,i,i
Cc1ccc(OCC(=O)Nc2c[nH]c(=O)[nH]c2=O)cc1C,24,i,i,0.1,i,i,i,i,i,i,i
O=C(NC(=S)NCCN1CCOCC1)c1ccccc1Br,2,i,i,-0.1,i,i,i,i,i,i,i
COc1ccc(S(=O)(=O)N(C)c2ccc(C(=O)N3CCC(C(N)=O)CC3)cc2)cc1,10,i,i,-0.2,i,i,i,i,i,i,i
COc1cccc(C2c3[nH]c4ccccc4c3C[C@H]3C(=O)N(c4ccccc4C(=O)N4CCCC4C(=O)O)C(=O)N23)c1 (stereo partly specified),26,i,i,0.0,i,i,i,i,i,i,i
CCOc1ccccc1NC(=O)CN1CCCCCC1,34,i,i,-19,i,i,i,i,i,i,i
COc1ccc(N2CCN(c3cc(C)c4cccc(C)c4n3)CC2)cc1,7,i,i,0.5,i,i,i,i,i,i,i

# Continued.
mol,AI-2 QS mod,MrgX1 allo act,TRPC4 block,HIF activator,MrgX1 antagonist,TRPC4 potent,MrgX1 agonist,PolyA inhibitor,TRPC6 inh,TRPC6 activator,TRPC4 agonist
CCOC(=O)c1ccc(NC(=O)c2c(NC(=O)CCC(=O)O)sc3c2CCCCC3)cc1,29,i,i,0.0,i,i,i,i,i,i,i
CCOC(=O)/C(=N\Nc1cc(Cl)ccc1Cl)N1CC(C)OC(C)C1 (stereo unspecified),16,i,i,-0.6,i,i,i,i,i,i,i
CCC(CC)C(=O)NC12CC3CC(CC(C3)C1)C2,40,i,i,-0.3,i,i,i,i,i,i,i
Cc1cc(C)c(C)c(S(=O)(=O)N2CCN(C(=O)c3ccc4c(=O)n5c(nc4c3)CCC5)CC2)c1C,-6,i,i,-0.3,i,i,i,i,i,i,i
NC(=O)CC(CC(=O)OCc1ccccc1)c1ccccc1 (stereo unspecified),22,i,i,-1.5,i,i,i,i,i,i,i
CSc1cccc(NS(=O)(=O)c2ccc(-c3coc(C)n3)cc2)c1,11,i,i,0.3,i,i,i,i,i,i,i
O=C(O)/C=C\C(=O)Nc1ccc(Oc2ccccc2)cc1,25,i,i,0.5,i,i,i,i,i,i,i
COc1ccccc1NC(=O)CSC1CC(=O)N(c2ccc3c(c2)OCO3)C1=O (stereo unspecified),33,i,i,0.3,i,i,i,i,i,i,i
O=C1c2ccccc2C(=O)N1CCc1nc(-c2ccncc2)no1,-5,i,i,-0.6,i,i,i,i,i,i,i
COc1ccc(Cc2noc(COc3ccc(Cl)cc3)n2)cc1,-46,i,i,0.1,i,i,i,i,i,i,i
CC1CC(C)(C)NC(=S)N1CCC(=O)N1CCc2ccccc21 (stereo unspecified),19,i,i,-0.1,i,i,i,i,i,i,i
COc1ccc(NC(=O)CSc2n[nH]c(C)c2[N+](=O)[O-])cc1,-1,i,i,0.2,i,i,i,i,i,i,i
Cc1cc(C(=O)C[N+]2(C)CCOCC2)c(C)n1-c1ccc(Br)cc1,10,i,i,0.2,i,i,i,i,i,i,i
O=C(c1ccc(N2CCNCC2)cc1)c1cccnc1,13,i,i,0.1,i,i,i,i,i,i,i
CCN(CC)C(=O)CN1CCN(Cc2ccc3c(c2)OCO3)CC1,20,i,i,-19,i,i,i,i,i,i,i
CC(Oc1ccc(Cl)cc1Cl)C(=O)NCCCN(C)C (stereo unspecified),17,i,i,0.1,i,i,i,i,i,i,i
COc1ccc(Cc2nc3ccccc3n2CC(=O)N/N=C/c2ccc(C)cc2O)cc1OC,19,i,i,1.1,i,i,i,i,i,i,i
Cc1ccc(C2(CC(=O)Nc3nccs3)CCOC(C(C)C)C2)cc1 (stereo unspecified),11,i,i,-0.1,i,i,i,i,i,i,i
CCOC(=O)c1c(C)cc(=O)oc1C,21,i,i,2.0,i,i,i,i,i,i,i
Cc1ccccc1C(=O)NNC(=O)c1cccc(Br)c1,20,i,i,-2.2,i,i,i,i,i,i,i
C=C(C)Cn1cnc2c(oc3nc4c(cc32)CCCC4)c1=O,10,i,i,1.5,i,i,i,i,i,i,i
CC1(C)CC(CC(=O)O)(c2ccc(F)cc2)CCO1 (stereo unspecified),4,i,i,0.0,-6*,i,i,i,i,i,i
CCOC(=O)C1=C(C)NC(SCC(N)=O)=C(C#N)C1c1ccncc1 (stereo unspecified),-2,i,i,-0.3,i,i,i,i,i,i,i
COC(=O)Cc1ccc(NC(=S)NCc2ccc(F)cc2)cc1,11,i,i,0.1,i,i,i,i,i,i,i
Cc1c(C(=O)N2CCC(C)CC2)sc2ncn(CC(=O)N3CCC(C)CC3)c(=O)c12,2,i,i,-1.3,i,i,i,i,i,i,i
Cc1sc2nc(SCC(=O)O)[nH]c(=O)c2c1C,21,i,i,-0.6,i,i,i,i,i,i,i
O=C(Cn1nnc(-c2ccc(F)cc2)n1)Nc1ccc2c(c1)OCCO2,6,i,i,0.5,i,i,i,i,i,i,i
NC(=O)N1CCC2(CC1)NC(=O)N(c1ccccc1)N2,16,i,i,-0.1,i,i,i,i,i,i,i
O=C(C1=C[C@H](c2ccc(Br)cc2)C[C@H](OCCCCO)O1)N1CCOCC1,12,i,i,0.5,i,i,i,i,i,i,i
C#CCOCCOCCOCCNc1nc(N2CCN(C(=O)[C@H](CCC(=O)O)n3cc(C(N)Cc4ccc(O)cc4)nn3)CC2)nc(N2CCN(C(=O)[C@H](CCC(=O)O)n3cc(C(N)CC(C)C)nn3)CC2)n1 (stereo partly specified),7,i,i,0.5,i,i,i,i,i,i,i

# (next part)
mol,AI-2 QS mod,MrgX1 allo act,TRPC4 block,HIF activator,MrgX1 antagonist,TRPC4 potent,MrgX1 agonist,PolyA inhibitor,TRPC6 inh,TRPC6 activator,TRPC4 agonist
COc1ccc(S(=O)(=O)N2CCOC23CCN(S(C)(=O)=O)CC3)cc1,6,i,i,0.1,i,i,i,i,i,i,i
Cc1cc(Br)cn2ccnc12,9,i,i,0.2,i,i,i,i,i,i,i
O=C(Cn1c(=O)oc2ccccc21)Nc1ccc(Cl)cc1,-19,i,i,0.4,i,i,i,i,i,i,i
CN1C=CC=C/C1=C(\C#N)c1nc2ccccc2[nH]1,17,i,i,0.3,i,i,i,i,i,i,i
O=C(NCc1ccc(Cl)cc1)C1CCN(S(=O)(=O)c2ccccc2)CC1,10,i,i,-0.3,i,i,i,i,i,i,i

# Source: PubChem BioAssay (several laboratories)
